# D2 agonist: HTS Assay for Allosteric Agonists of the Human D2 Dopamine Receptor: Primary Screen for Agonists; D(2) dopamine receptor (Homo sapiens), P14416; HEK293 T-REx D2 cells, calcium flux agonist mode; activation, % at 2 µM; 340,000 tested, 0.53% active; AID 485358, 2010;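 active = activation over 3 SD above normal in the single-dose calcium agonist read, cut at about 30% in these data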; note: 0% is about no effect
# Target sequence (P14416 whole entry, looked up): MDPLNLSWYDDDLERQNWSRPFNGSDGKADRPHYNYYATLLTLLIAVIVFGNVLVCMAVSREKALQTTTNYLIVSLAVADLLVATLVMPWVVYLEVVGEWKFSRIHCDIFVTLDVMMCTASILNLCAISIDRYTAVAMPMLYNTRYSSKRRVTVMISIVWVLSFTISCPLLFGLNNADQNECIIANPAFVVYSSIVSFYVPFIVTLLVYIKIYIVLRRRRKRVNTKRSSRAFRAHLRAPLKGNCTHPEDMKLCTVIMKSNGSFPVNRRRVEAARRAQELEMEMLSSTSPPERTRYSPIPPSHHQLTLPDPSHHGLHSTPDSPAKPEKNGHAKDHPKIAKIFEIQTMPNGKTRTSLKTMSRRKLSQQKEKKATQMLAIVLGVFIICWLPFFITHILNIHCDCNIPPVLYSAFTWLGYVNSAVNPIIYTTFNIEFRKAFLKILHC
#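 Agonism scored from kinetic calcium signal (1 read/sec, 180 s) following compound pin transfer, after a 10 s baseline. Cells: HEK293 Trex line expressing inducible D2 receptor coupled to calcium, dye-loaded after overnight culture at 30 C.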
# D2 antag: HTS Assay for Allosteric Antagonists of the Human D2 Dopamine Receptor: Primary Screen for Antagonists | D(2) dopamine receptor (Homo sapiens), P14416 | HEK293 TREx D2 cells, calcium flux, dopamine EC80 | inhibition, % at 10 µM | 340,000 tested, 2% active | AID 485344, 2010; in the data active = inhibition above about 30%; note: 0% is about no effect
#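 Tetracycline-induced HEK293 TREx cells expressing D2 receptor forced-coupled to calcium signalling, loaded with no-wash calcium dye. Compounds added and calcium flux read 180 s, then dopamine added at EC80 and read a further 180 s.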
# RXFP1 antagonist: qHTS Assay for Antagonists of the Relaxin Receptor RXFP1; Relaxin receptor 1 (Homo sapiens), Q9HBX9; HEK293-RXFP1, relaxin-stimulated cAMP HTRF, 30 min; stronger effect = lower value; activity change, negative = inhibition, % at 57.5 µM; 350,000 tested, 0.59% active;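 active = activity change of -60% or lower, but not beyond a set lower limit; inconclusive = change between -60% and -40%, or beyond the set limit; inactive = change above -40%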; note: % is set by controls: 0 for no effect and ±100 for the full control effect
# D1 agonist: Allosteric Agonists of the Human D1 Dopamine Receptor: qHTS; AID 504660, 2011; HEK293 T-REx D1 cells, calcium flux, agonist mode; D(1A) dopamine receptor (Homo sapiens), P21728; activation, % at 2 µM; 360,000 tested, 1% active; in the data active = activation above about 30%; note: 0% is about no effect
# Target sequence (P21728 whole entry, looked up): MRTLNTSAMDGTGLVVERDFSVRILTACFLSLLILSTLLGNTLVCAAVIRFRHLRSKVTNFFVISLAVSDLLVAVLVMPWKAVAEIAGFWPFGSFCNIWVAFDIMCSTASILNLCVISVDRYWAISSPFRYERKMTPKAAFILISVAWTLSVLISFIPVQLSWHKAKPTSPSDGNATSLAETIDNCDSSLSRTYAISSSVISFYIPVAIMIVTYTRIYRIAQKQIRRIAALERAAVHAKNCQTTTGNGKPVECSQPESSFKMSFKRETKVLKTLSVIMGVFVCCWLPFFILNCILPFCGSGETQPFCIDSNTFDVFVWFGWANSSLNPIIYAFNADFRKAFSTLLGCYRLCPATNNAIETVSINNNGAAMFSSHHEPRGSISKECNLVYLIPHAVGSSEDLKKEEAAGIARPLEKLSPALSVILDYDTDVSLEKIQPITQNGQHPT
#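 Inducible HEK293 T-REx D1 cells, force-coupled to calcium signalling, were plated at 4000 cells/well with tetracycline and held overnight at 30 C. After no-wash calcium dye loading, compound-evoked calcium rise over 180 s flagged agonists.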
# TRHR enhancer: qHTS for Small Molecule Agonists and Allosteric Enhancers of Human TRH Receptor: Primary Screen for Enhancers; Thyrotropin-releasing hormone receptor (Homo sapiens), P34981; TRHR cells, fluo-8 calcium fluorescence, EC20 TRH enhancement; enhancement, % at 2 µM; 360,000 tested, 0.66% active; AID 493056, 2011; in the data active = enhancement above about 30%; note: 0% is about no effect
#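 Enhancer read-out: after compound pinning and an initial kinetic agonist-mode read, an EC20 of TRH (10 nM final) was injected and fluo-8 calcium signal (Ex 480/Em 530) followed at 1 s/cycle for 100 cycles in TRHR-expressing cells.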
# RXFP1 ag: qHTS Assay for Agonists of the Relaxin Receptor RXFP1; HEK293T-RXFP1 cAMP TR-FRET, 30 min; response scale: percent of porcine relaxin response, buffer zero; 370,000 tested, 0.3% active; Relaxin receptor 1 (Homo sapiens), Q9HBX9; AID 2676, 2010; Potency, µM (doses to about 57.5 µM), inactives show at the highest dose activation, usual class: activators; active = well fitted activation curve with a large enough effect; inconclusive = small, poorly fitted or top-dose-only effect; note: potency is the fitted concentration of half-maximal effect; % is set by controls: 0 for no effect and ±100 for the full control effect; nearly all actives have a fitted effect of over 60% in size; many of its hits are not listed in these tables
#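 HEK293T cells stably expressing RXFP1 were pretreated with the PDE4 inhibitor Ro 20174, exposed to compounds for 30 min at 37C, lysed, and cAMP was read by TR-FRET. Data normalized to buffer (basal) and 29 nM porcine relaxin (100%).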
# D1 antagonist: Antagonist of Human D 1 Dopamine Receptor: qHTS; activity change, negative = inhibition, % at 10 µM; HEK293 TREx D1 cells, calcium flux, dopamine EC80; stronger effect = lower value; 360,000 tested, 3.2% active; in the data active = activity change below about -30%; note: % is set by controls: 0 for no effect and ±100 for the full control effect
#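 Kinetic fluorescence of a calcium dye serves as the read-out. D1-expressing Hek293 Trex cells, induced overnight at 30 C, are exposed to compound for 180 s before an EC80 dopamine addition, then read 180 s further.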
# D1 potentiator: Potentiators of Human D1 Dopamine Receptor: qHTS. HEK293 TREx D1 cells, calcium flux, dopamine EC20 potentiation. AID 504651, 2011. D(1A) dopamine receptor (Homo sapiens), P21728. potentiation, % at 10 µM. 360,000 tested, 0.036% active; in the data active = potentiation above about 30%; note: 0% is about no effect
# D2 potentiator: HTS Assay for Positive Allosteric Modulators of the Human D2 Dopamine Receptor: Primary Screen for Potentiators | HEK293 T-REx D2, calcium flux, EC20 dopamine potentiation | potentiation, % at 10 µM | D(2) dopamine receptor (Homo sapiens), P14416 | 340,000 tested, 0.34% active;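 active = potentiation over 3 SD above the plate norm, cut at about 30% in these data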; note: 0% is about no effect
#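 Potentiation of an EC20 dopamine calcium response measured kinetically over 180 s, after a preceding 180 s compound-only read flagging agonists. Cells: inducible Hek293 Trex D2 line, 4000/well, cultured overnight at 30 C before dye loading.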
# * marks the source's active call; other numbers are inactive results; ? = inconclusive; · = not tested or not shown; & = joins results of further samples. The list is partial; count on the stated rates, not on these rows.
SMILES,D2 agonist,D2 antag,RXFP1 antagonist,D1 agonist,TRHR enhancer,RXFP1 ag,D1 antagonist,D1 potentiator,D2 potentiator
CCOC(=O)C1(CCCc2ccccc2)CCN(C(=O)Cn2nc(C)nc2C)CC1,·,·,1,1,7,2.5%,-3,-3,·
CCn1c(SCC(=O)Nc2ccc3[nH]c(=O)[nH]c3c2)nnc1-c1ccccc1,-0.4,11,-11,0,-4,0.9%,4,-2,-10
CS(=O)(=O)c1ccc2nc(NC(=O)c3cc4ccccc4o3)sc2c1,·,·,2,1,1,2.4%,-13,-4,-1
COc1ccc(CNC(=O)CCc2c(C)nn(-c3ccc(N4CCCCC4)nn3)c2C)cc1,2.0,·,18,0,-2,1.4%,-2,-4,-8
COc1ccc(C(CC(=O)c2ccccc2)CC(=O)c2ccccc2)cc1OC,-0.5,4,-6,5,4,1.6%,4,8,7
Cc1ccc(C)c(NC(=O)Cn2c(=O)n(CCC(C)C)c(=O)c3cccnc32)c1,·,·,·,0,2,11%,-43*,-7,-18
N#CCCn1cc(C(=O)Nc2ccccn2)c(-c2ccccc2)n1,0.7,-6,-4,4,6,0.8%,-2,-3,10
CCCc1nnc(NC(=O)CCC(=O)Nc2ccc(F)cc2)s1,0.3,9,0,1,2,1.2%,-9,-1,-6
CN(C)C(CNC(=O)c1ccc(S(=O)(=O)Nc2ccccc2)cc1)c1ccco1 (stereo not drawn),2.0,-9,-21,12,5,0.5%,-10,-4,0
Cc1cc(C)cc(NC(=O)c2nnn(Cc3cccc(Br)c3)c2N)c1,-0.3,·,·,5,0,0.7%,9,-1,-3

# Molecules from the list above containing an aryl methoxy group (2):
SMILES,D2 agonist,D2 antag,RXFP1 antagonist,D1 agonist,TRHR enhancer,RXFP1 ag,D1 antagonist,D1 potentiator,D2 potentiator
COc1ccc(CNC(=O)CCc2c(C)nn(-c3ccc(N4CCCCC4)nn3)c2C)cc1,2.0,·,18,0,-2,1.4%,-2,-4,-8
COc1ccc(C(CC(=O)c2ccccc2)CC(=O)c2ccccc2)cc1OC,-0.5,4,-6,5,4,1.6%,4,8,7

# Entries listed so far shown as hits in D1 antagonist.
SMILES | D2 antag | RXFP1 antagonist | D1 agonist | TRHR enhancer | D1 antagonist | D1 potentiator | D2 potentiator
Cc1ccc(C)c(NC(=O)Cn2c(=O)n(CCC(C)C)c(=O)c3cccnc32)c1 | · | · | 0 | 2 | -43* | -7 | -18

# (cont.)
SMILES,D2 agonist,D2 antag,RXFP1 antagonist,D1 agonist,TRHR enhancer,RXFP1 ag,D1 antagonist,D1 potentiator,D2 potentiator
COc1ccc(OC)c(NC(=O)CSc2nc3nc(C)cc(C)n3n2)c1,0.1,-14,1,-1,-4,0.0%,-17,-7,1
O=C(Nc1ccccn1)c1c(O)c2cccc3c2n(c1=O)CCC3,0.2,-9,-19,1,-2,11%,-5,5,18
COC(=O)C1=C(C)N(c2ccc(F)c(Cl)c2)C(=O)C1,-0.6,4,4,6,-12,0.3%,-12,-4,-4
O=C(CC(NC(=O)C(F)(F)F)c1ccccc1)Nc1nnc(CCc2ccccc2)s1 (stereo not drawn),-0.4,-1,-16,12,6,-2.4%,-8,-2,2
Cc1cccc(-c2cc3nc(C)cc(NCCCn4ccnc4)n3n2)c1,-1.0,-7,2,-2,-1,1.5%,7,2,-1
O=C(NCc1cccc(Cl)c1)C1CCC(=O)N(CCN2CCOCC2)C1 (stereo not drawn),0.0,9,3,5,2,1.5%,-5,-1,2
CCOC(=O)c1cc2sc(C)cc2n1CC(=O)NCCc1ccccc1,0.0,9,15,2,-7,19%,4,-3,-5
Cn1cc(CN2CCC[C@H]2CO)c(-c2cccc(Cl)c2)n1,1.0,2,·,2,-6,2.2%,-10,-2,-6
CC1=NN(S(=O)(=O)c2ccc(F)cc2)C(=O)c2ccccc2O1,-0.2,-9,-10,3,1,-2.7%,-24,-10,6
CCN(c1ccc(F)cc1)S(=O)(=O)c1cccc2nsnc12,0.3,-17,7,4,-5,2.4%,-14,0,-12
COc1ccc(Nc2nnc(SCC(=O)NC3CCS(=O)(=O)C3)s2)cc1 (stereo not drawn),·,·,1,1,1,0.1%,1,-5,7
Cc1ccc2c(c1)N(C(=O)CCC(=O)NCCCN(C)Cc1ccccc1)CCO2,-0.3,-23,-1,2,3,-0.1%,-2,-3,-12
CSCCC(NC(=O)c1ccccc1)C(=O)N/N=C(\C)Cc1ccccc1 (stereo not drawn),0.6,-5,7,3,-4,-1.4%,11,1,18
Cn1c(=O)c2c(nc(SCC(=O)Nc3ccccc3N3CCCCC3)n2C)n(C)c1=O,-0.8,-5,2,1,-2,1.8%,3,-2,0
CC(C)Oc1cccc(C(=O)Nc2ccc(Br)cc2F)c1,-1.7,-10,?,8,2,0.4%,-2,-2,-11
CSCCC(NC(=O)COc1ccccc1)C(=O)N(C)CC(=O)Nc1ccc(Cl)cc1 (stereo not drawn),0.8,-13,0,1,0,0.2%,-8,·,-14
COc1ccc(C2/C(=C(\O)c3cc(C)ccc3C)C(=O)C(=O)N2CCN(C)C)cc1OC (stereo not drawn),0.1,-18,-9,2,-1,0.1%,-3,-12,12
CCOc1ccc(N2C(=O)C3C(C2=O)C3(c2ccccc2)c2ccccc2)cc1 (stereo not drawn),-0.9,-10,2,1,-31,0.5%,1,-8,1
O=C(COC(=O)c1ccc(O)cc1)Nc1cccc(S(=O)(=O)N2CCCCC2)c1,-0.4,9,-6,21,1,-4.0%,-3,-9,14
O=C(/C=C/c1ccccc1)OCCN1C(=O)c2ccccc2C1=O,0.6,4,-14,1,0,1.5%,-9,0,-2
CC(C)c1ccc(NC(=O)C2C3C=CC4(O3)C2C(=O)N(CCCN2CCOCC2)C4C(=O)NC2CCCCC2)cc1 (stereo not drawn),3.2,5,-2,3,0,0.3%,-2,-2,7
CC/C(CC(C)(C)c1ccccc1)=N\O,0.6,8,-4,1,-8,2.3%,-12,-2,2
COc1cccc(NC(=O)CN(c2cccc(F)c2)S(C)(=O)=O)c1,0.0,-6,-4,2,1,0.1%,7,-2,3
O=C(O)c1ccccc1NC(c1ccccc1)c1ccc(Cl)cc1 (stereo not drawn),0.6,5,-11,-1,2,0.0%,1,-2,10
CCOC(=O)CN(C)Cc1cn(C)nc1-c1ccc(Oc2ccccc2)cc1,-1.2,1,-11,9,-1,-1.9%,-6,-5,-5
CCN(CC)c1ccc(S(=O)(=O)N2CCOCC2)cc1NC(=O)CSc1nncn1C,0.0,18,11,1,6,?,1,-3,3
Nc1c(-c2nc(-c3cccs3)no2)nnn1-c1ccccc1Cl,·,·,0,2,-3,1.3%,1,-1,6
O=C(COc1ccc2ccccc2c1Br)NNC(=O)Nc1ccccc1,-0.1,28,-7,4,-2,19%,2,-5,-6
Cc1ccc(-c2nn(-c3ccccc3Cl)cc2C(=O)NCC2CCCO2)cc1 (stereo not drawn),0.0,31*,0,-1,2,0.5%,-11,-2,-2
CCCC(=O)N(Cc1cc(=O)[nH]c2ccccc12)c1ccc(C)cc1C,0.2,16,-1,18,-23,0.2%,10,4,1
CCOc1ccc(Br)cc1S(=O)(=O)Nc1ccc(C(=O)OC(C)C(=O)N(C)c2ccccc2)cc1 (stereo not drawn),-1.6,1,25,3,2,-3.5%,-4,-2,6
CCCC1CC(C)(C(=O)CSc2n[nH]c(-c3ccccc3)n2)OC1=O (stereo not drawn),0.1,8,-9,7,2,-1.7%,3,-1,-16
CCCCNS(=O)(=O)c1ccc2nc(-c3cccnc3)cc(C(=O)NCC(OC)OC)c2c1,-0.3,3,-10,1,-7,18%,-9,-5,6
O=C(c1nnc(Cc2ccc(Cl)cc2)o1)N1CCOCC1,0.7,5,·,-3,1,1.7%,24,-1,2
CCSc1ncnc2c(C#N)c3n(c12)CCCCC3,0.7,-6,-7,-1,0,4.3%,-21,0,3
CC(=O)N/C(=C\c1ccccc1)C(=O)OCC(=O)N(CC(C)C)c1c(N)n(Cc2ccccc2)c(=O)[nH]c1=O,-0.7,-14,-21,-1,2,-0.1%,-6,7,8
O=C(Nc1ccc(S(=O)(=O)Nc2ccccn2)cc1)c1cccc(Cl)c1,-1.0,2,0,1,-2,-0.4%,-7,-5,3
Cc1ccc2c(c1)cc1c(=O)n(CC(=O)N(C)c3ccccc3)nc(C)n12,-0.1,·,-12,0&0,6&7,1.5%&-1.6%,-11&5,4&-2,-1&13
O=C1CN(C(=O)c2cc(Br)c(Br)s2)c2ccccc2N1,-0.2,2,-1,-1,-5,-0.3%,·,-1,0

# Quoted at random: 6 compounds from above, in no set order.
SMILES,D2 agonist,D2 antag,RXFP1 antagonist,D1 agonist,TRHR enhancer,RXFP1 ag,D1 antagonist,D1 potentiator,D2 potentiator
CCCCNS(=O)(=O)c1ccc2nc(-c3cccnc3)cc(C(=O)NCC(OC)OC)c2c1,-0.3,3,-10,1,-7,18%,-9,-5,6
CCSc1ncnc2c(C#N)c3n(c12)CCCCC3,0.7,-6,-7,-1,0,4.3%,-21,0,3
CCCC1CC(C)(C(=O)CSc2n[nH]c(-c3ccccc3)n2)OC1=O (stereo not drawn),0.1,8,-9,7,2,-1.7%,3,-1,-16
O=C1CN(C(=O)c2cc(Br)c(Br)s2)c2ccccc2N1,-0.2,2,-1,-1,-5,-0.3%,·,-1,0
O=C(c1nnc(Cc2ccc(Cl)cc2)o1)N1CCOCC1,0.7,5,·,-3,1,1.7%,24,-1,2
O=C(Nc1ccc(S(=O)(=O)Nc2ccccn2)cc1)c1cccc(Cl)c1,-1.0,2,0,1,-2,-0.4%,-7,-5,3
